Cav3 T inh: human Cav3.2 channel inhibition, primary screen; O95180; Cav3.2-expressing cells, Fluo-4 calcium fluorescence FDSS; stronger effect = lower value; B-score at 10 µM; 100,000 tested, 4% active; AID 449739;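 active = single-dose well whose peak fluorescence ratio is a statistical outlier from its plate by either plate-standardised score or position-corrected B-score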
Target sequence (O95180 whole entry, looked up): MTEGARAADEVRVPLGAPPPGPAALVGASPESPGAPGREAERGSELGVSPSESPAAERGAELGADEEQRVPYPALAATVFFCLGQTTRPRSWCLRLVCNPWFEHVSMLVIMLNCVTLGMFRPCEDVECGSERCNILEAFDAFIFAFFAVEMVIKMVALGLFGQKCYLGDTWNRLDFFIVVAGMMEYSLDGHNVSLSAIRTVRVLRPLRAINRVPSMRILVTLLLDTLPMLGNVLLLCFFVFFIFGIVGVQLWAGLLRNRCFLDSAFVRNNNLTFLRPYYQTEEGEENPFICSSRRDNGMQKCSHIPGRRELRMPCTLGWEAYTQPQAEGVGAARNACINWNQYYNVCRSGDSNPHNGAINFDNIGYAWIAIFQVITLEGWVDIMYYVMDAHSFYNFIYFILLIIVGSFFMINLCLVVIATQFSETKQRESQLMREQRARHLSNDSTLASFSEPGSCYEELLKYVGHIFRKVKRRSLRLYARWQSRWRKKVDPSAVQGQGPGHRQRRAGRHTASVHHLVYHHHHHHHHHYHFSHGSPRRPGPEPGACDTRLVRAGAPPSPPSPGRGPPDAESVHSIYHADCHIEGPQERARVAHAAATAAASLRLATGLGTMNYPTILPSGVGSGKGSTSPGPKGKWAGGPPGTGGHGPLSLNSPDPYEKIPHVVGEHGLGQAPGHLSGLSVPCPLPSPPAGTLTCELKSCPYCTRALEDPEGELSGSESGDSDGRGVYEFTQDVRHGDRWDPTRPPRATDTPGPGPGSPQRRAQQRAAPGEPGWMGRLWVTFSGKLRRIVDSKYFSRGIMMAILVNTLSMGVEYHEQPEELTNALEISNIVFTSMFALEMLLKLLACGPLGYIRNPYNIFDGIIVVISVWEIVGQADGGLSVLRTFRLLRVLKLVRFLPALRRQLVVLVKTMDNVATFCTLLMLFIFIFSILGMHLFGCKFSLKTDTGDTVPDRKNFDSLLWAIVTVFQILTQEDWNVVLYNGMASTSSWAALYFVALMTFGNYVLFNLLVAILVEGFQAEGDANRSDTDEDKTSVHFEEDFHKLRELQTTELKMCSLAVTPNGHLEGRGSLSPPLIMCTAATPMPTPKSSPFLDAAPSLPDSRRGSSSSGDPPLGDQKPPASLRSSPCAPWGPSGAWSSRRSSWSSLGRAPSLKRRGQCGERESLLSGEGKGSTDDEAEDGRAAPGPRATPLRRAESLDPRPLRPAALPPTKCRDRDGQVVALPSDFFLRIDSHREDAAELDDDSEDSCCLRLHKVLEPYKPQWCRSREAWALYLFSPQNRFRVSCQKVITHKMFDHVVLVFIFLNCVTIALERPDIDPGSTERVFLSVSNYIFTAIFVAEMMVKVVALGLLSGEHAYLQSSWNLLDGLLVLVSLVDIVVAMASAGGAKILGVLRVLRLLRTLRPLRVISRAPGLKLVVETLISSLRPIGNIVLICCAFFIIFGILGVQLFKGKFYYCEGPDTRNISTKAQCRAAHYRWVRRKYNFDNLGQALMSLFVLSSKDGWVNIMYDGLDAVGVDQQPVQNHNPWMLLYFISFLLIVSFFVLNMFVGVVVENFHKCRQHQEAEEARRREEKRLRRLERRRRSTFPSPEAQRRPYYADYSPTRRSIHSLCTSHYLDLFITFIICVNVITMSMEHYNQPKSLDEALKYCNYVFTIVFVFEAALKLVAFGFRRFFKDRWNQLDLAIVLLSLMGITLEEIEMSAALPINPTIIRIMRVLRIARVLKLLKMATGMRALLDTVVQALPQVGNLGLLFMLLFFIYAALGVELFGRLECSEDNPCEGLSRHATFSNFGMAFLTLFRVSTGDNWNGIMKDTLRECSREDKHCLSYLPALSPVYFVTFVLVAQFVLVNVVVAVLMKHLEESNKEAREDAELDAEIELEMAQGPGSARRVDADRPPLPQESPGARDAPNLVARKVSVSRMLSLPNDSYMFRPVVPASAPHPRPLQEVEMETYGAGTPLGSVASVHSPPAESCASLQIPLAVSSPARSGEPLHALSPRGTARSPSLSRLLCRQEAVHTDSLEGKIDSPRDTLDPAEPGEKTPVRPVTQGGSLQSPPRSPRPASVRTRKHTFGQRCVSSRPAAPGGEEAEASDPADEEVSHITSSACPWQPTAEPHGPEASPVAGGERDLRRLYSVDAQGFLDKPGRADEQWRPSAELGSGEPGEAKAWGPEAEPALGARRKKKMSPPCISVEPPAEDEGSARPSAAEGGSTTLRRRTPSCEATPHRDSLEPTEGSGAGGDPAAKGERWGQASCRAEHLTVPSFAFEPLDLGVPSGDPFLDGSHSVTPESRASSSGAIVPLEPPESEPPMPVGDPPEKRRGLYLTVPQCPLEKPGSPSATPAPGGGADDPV
* hit, by the source's call. An excerpt (hit frequency here may not be typical).

Molecule	Cav3 T inh
CC(C)Cc1nc(NCCN2CCOCC2)c(C#N)c2c1COC(C)(C)C2	-0.0021
COc1ccc(CCNS(=O)(=O)c2ccc(F)cc2)cc1OC	1.5
COC(=O)c1cc(OC)c(OC)cc1NC(=S)N1CCN(C)CC1	0.79
CCOC(=O)CCCn1nc(C)n2c(cc3sccc32)c1=O	-0.26
CC1(C)CC(=O)c2cn3ncnc3nc2C1	-3.1
COc1cc(NCCCC(C)N)c2ncccc2c1 (configuration not stated)	1.3
O=C1CCCc2c1cc(C(=O)Nc1ccc(Br)cn1)c(=O)n2-c1ccccc1	0.35
O=C(O)COc1c(F)c(F)c(C(F)(F)F)c(F)c1F	-0.68
COC(=O)c1[nH]c2c(c1C)C(=O)CC(c1ccc(C)cc1)C2 (configuration not stated)	-0.48
CCOc1ccc(C2CC(=O)n3nc(C45CC6CC(CC(C6)C4)C5)nc3S2)cc1OC (configuration not stated)	-0.2
CCOc1ccc(C2NC(=O)C(C#N)=C(S)N2c2ccc(OC)cc2)cc1OC (configuration not stated)	1.3
O=C(Nc1ccn(Cc2c(F)c(F)c(F)c(F)c2F)n1)c1cccc(Cn2cc([N+](=O)[O-])cn2)c1	0.049
COC(=O)C1C(=O)c2c([nH]c(C(=O)OC3CCCCC3)c2C)CC1C (configuration not stated)	-0.034
COc1cc2c(cc1NC(=O)c1cc(-c3ccncc3)nc3ccc(C)cc13)oc1ccccc12	-0.53
COc1ccc(C(=O)Nc2cc(Cl)ccc2Cl)c(OC)n1	0.59
COC(=O)Cn1c(CN2CCOCC2)nc2c1c(=O)[nH]c(=O)n2C	-0.32
COc1ccc(S(=O)(=O)N2CCN(c3cc(-c4ccccc4)nc4ncnn34)CC2)cc1	0.57
CN1CC[n+]2cnc3ccccc3c21	-0.41
O=C1NCC(O)=C1C=NCCO	-2.7
CCCC(=O)N1CCN(c2ccc([N+](=O)[O-])c(NC(C)c3ccccc3)c2)CC1 (configuration not stated)	-6.3*
COc1cccc(-c2cc(C(=O)N3CCc4ccccc4C3)no2)c1	-2.3
COC(=O)c1cc(C(=O)Nc2cc(C)ccn2)cc([N+](=O)[O-])c1	0.54
Nc1cc(=O)[nH]c(SCC(=O)Nc2ccc(Br)cc2)n1	-0.27
COc1cc(-c2nc3n(n2)C(c2ccc(F)cc2)C2=C(CCCC2=O)N3)cc(OC)c1OC (configuration not stated)	1.5
CC(=O)NC(Cc1ccc(F)cc1)C(=O)O (configuration not stated)	-0.073
COc1ccc(Cn2nnc3c(=O)[nH]c(C4CCCN(C(=O)c5ccccc5)C4)nc32)cc1 (configuration not stated)	1.2
Cc1cccc(OCC(=O)Nc2nnn(C)n2)c1C	0.25
OC(CN1CCCCC1)Cn1c(C(F)(F)F)nc2ccccc21 (configuration not stated)	0.77
O=C(COC(=O)c1n[nH]c2ccccc12)Nc1ccc(S(=O)(=O)N2CCCC2)cc1	0.29
C[C@@H]1C=C[C@](Cc2ccccc2)(C(=O)O)N1C(=O)c1ccccc1	0.6
O=C(NCCSCc1ccccc1)c1ccc(Cl)c(S(=O)(=O)N2CCOCC2)c1	-3.5
CCc1ccc(NC(=O)c2cc(-c3ccc(OC)cc3)on2)cc1	-0.026
CCOC(=O)C1C(=O)CC(C)(O)C(C(=O)OCC)C1c1ccc2c(c1)OCO2 (configuration not stated)	1.4
Cc1ccc(CNC(=O)CCCNC(=O)c2ccc(Cl)cc2)n1C	-0.086
Cc1cc(C)nc(SCC(=O)Nc2ccc(S(=O)(=O)Nc3onc(C)c3C)cc2)n1	0.84
COC(=O)Cn1c(CCS(=O)(=O)c2ccc(C)c(C)c2)nc2ccccc21	-0.31
C=CCn1c(SCC(=O)c2c(N)n(CCC)c(=O)n(C)c2=O)nc2sc(CC)cc2c1=O	0.87
COC(=O)c1c(NC(=O)CC2SC(N)=NC2=O)sc2c1CCCC2 (configuration not stated)	-0.046
COc1ccc([N+](=O)[O-])cc1NC(=S)NC(NC(=O)Cc1ccc(OC)c(OC)c1)C(Cl)(Cl)Cl (configuration not stated)	-0.12
Cc1cccn2c(=O)c3cc(C(=O)NCc4cccnc4)c(=N)n(C(C)C)c3nc12	0.52
S=C1N(c2ccccc2)C(c2cccc3ccccc23)N2CCCN12 (configuration not stated)	0.19
O=C(C1COc2ccccc2O1)N1CCN(c2ccc(F)cc2)CC1 (configuration not stated)	-1.1
CCN(CC)c1ccc(N2C(=O)/C(=C/c3cccs3)SC2=S)cc1	0.58
Cc1nn(C(C)C(=O)NCCCc2ccccc2)c(=O)c2cc3occc3n12 (configuration not stated)	0.32
O=C(NC1CC1)C1=C[C@H](c2c[nH]c3ccccc23)C[C@H](OCCCCO)O1	0.29
COc1ccc(CN2CCCCC2C)cc1C (configuration not stated)	0.01
O=C1c2ccccc2C(Nc2ccc(Cl)cn2)N1c1ccccn1 (configuration not stated)	-2.3
N#CC1=C(N)C(C#N)(C#N)[C@H](c2ccncc2)[C@H]2CC3(CC=C12)OCCO3	1.4
CCc1ccc(NC(=O)C2CC(=O)N=C(N)S2)cc1 (configuration not stated)	1.1
CCN(CCCNC(=O)c1c(C)cc(=O)oc1C)c1ccccc1	0.015

Carrying on:
Molecule	Cav3 T inh
O=C(OCC(=O)N1CCN(C(=O)c2ccco2)CC1)c1cc(-c2ccc(Cl)c(Cl)c2Cl)nc2ccccc12	-3
COCCN1Cc2cccc(C(=O)Nc3ccc(C)c(C)c3)c2C1=O	-1.5
Cc1cc(C)n(Cc2ccc(NC(=O)c3c([N+](=O)[O-])c(C)nn3C)cc2)n1	1
CSC1=N/C(=C\c2ccccc2)C(=O)N1C	-0.47
CCOC(=O)c1ccc(NC(=O)c2nc[nH]c2C(=O)N[C@@H](CC(C)C)C(=O)OC(C)(C)C)cc1	0.15
CCCN1C2CCCC1CC(NC(=O)C1CCCCC1)C2 (configuration not stated)	-0.17
CCCc1cc(=O)[nH]c(Nc2ccc(OC)c(Cl)c2)n1	0.26
CO/N=C(\Cn1ncc(NC2CCCCC2)c(Br)c1=O)c1ccc(Cl)cc1	0.86
CCCn1c(CN2CCCCC2CC)nc2c1c(=O)n(C)c(=O)n2C (configuration not stated)	0.52
O=C(CCC(=O)N(c1ccc(F)cc1)C(C(=O)NC1CCCC1)c1ccncc1)Nc1cccnc1 (configuration not stated)	0.96
CC1CN(C(=O)c2ccc(C(=O)c3ccccc3)cc2)CC(C)O1 (configuration not stated)	-0.02
CCOC(=O)c1sc2nc(CC(=O)OC)nc(N3CCN(c4ccc(OC)cc4)CC3)c2c1C	-1.5
CC(C)c1nc(CN(C)C(=O)N[C@H](C(=O)N[C@@H](Cc2ccccc2)C[C@H](O)[C@H](Cc2ccccc2)NC(=O)OCc2cncs2)C(C)C)cs1	-5.6*
CO[C@@]1(NC(=O)CSCC#N)C(=O)N2C(C(=O)O)=C(CSc3nnnn3C)CS[C@@H]21	0.055
CN(C)c1nc(SCC#N)nc(N(C)C)n1	0.29
COc1cccc(N2C(=O)Nc3ccccc3C2(O)C(=O)NCc2ccc3c(c2)OCO3)c1 (configuration not stated)	-0.76
C=CCOC(=O)C1=C[C@H](c2csc3ccccc23)[C@@H](CCCO)[C@H](OCC)O1	-1.7
CCN(CC)S(=O)(=O)c1ccc(C(=O)NCc2ccc3[nH]c4c(c3c2)CCCC4)cc1	-1.9
CCC(C)NC(=O)C1c2ccccc2C(=O)N1Cc1ccccc1OC (configuration not stated)	2
COCCNC(=O)CN(c1cc(Cl)ccc1OC)S(C)(=O)=O	-3.4
C/C(CC(=O)Nc1cc(C)ccn1)=N\NC(=O)COc1cccc(C)c1	-0.8
Cc1ccc(OCc2nnc(SCC(=O)c3ccccc3)n2Cc2ccco2)cc1	-4.5*
COc1ccc(C2C(C(=O)Nc3cccnc3)=C(C)Nc3nc(-c4cccs4)nn32)cc1 (configuration not stated)	0.41
Cc1ccc(O/C=C2\OC(=O)c3ccccc32)cc1	-0.71
CCc1ccc(NC(=O)CCS(=O)(=O)c2cccc3nsnc23)cc1	-0.042
COc1ccc(-c2ccc(Nc3ccc(S(=O)(=O)N4CCCC4)cc3)nn2)cc1OC	-0.55
COc1ccccc1C1C(C#N)=C(N)N(c2cccnc2)C2=C1C(=O)CC(C)(C)C2 (configuration not stated)	2.2
COc1ccc(N2C(=O)C3CCCN3C2c2cccc(C)c2)cc1 (configuration not stated)	-0.97
CCCCCC(=O)Nc1cccc(C2=NOC3(C2)C[C@H](C(N)=O)N(C(=O)CCCCC)C3)c1 (some centres not stated)	-0.013
COC(=O)c1ccc(/C=N\NC(=O)c2ccc(C)cc2Cl)cc1	-1

Part of the list above in order of SMILES length, descending:
Molecule	Cav3 T inh
Cc1ccc(OCc2nnc(SCC(=O)c3ccccc3)n2Cc2ccco2)cc1	-4.5*
CCc1ccc(NC(=O)CCS(=O)(=O)c2cccc3nsnc23)cc1	-0.042
COC(=O)c1ccc(/C=N\NC(=O)c2ccc(C)cc2Cl)cc1	-1
COc1ccc(N2C(=O)C3CCCN3C2c2cccc(C)c2)cc1 (configuration not stated)	-0.97

Going on with the list:
Molecule	Cav3 T inh
Oc1ccc(CNCC2COc3ccccc3O2)cc1 (configuration not stated)	0.15
CCCn1c(Nc2ccccc2)nc2ccccc21	1.1
O=C1N=C(N2CCCC2)S/C1=C\c1cccc(Br)c1	0.36
CCCCCCSc1nnc(-c2cnn(-c3ccccc3)c2-n2cccc2)n1C	-8.9*
CN(C)c1nc(OCCNC(=O)COc2ccc(Cl)cc2Cl)nc(N(C)C)n1	-0.57
Cc1ccc(-c2nn3nnnc3c3ccccc23)cc1	-0.018
COc1ccccc1NS(=O)(=O)c1ccc(O)cc1	0.38
CCOC(=O)c1cc(C)sc1N1C(=O)C2C3C=CC(C3)C2C1=O (configuration not stated)	0.017
COc1ccc(/C(O)=C/C(=O)C(=O)NNC(=O)C(O)(c2ccccc2)c2ccccc2)cc1	-9.7*
CN1OC(COC(=O)c2ccccc2)CC1c1ccccc1 (configuration not stated)	-0.86

Exported with each value named: entries from further up.
> O=C1N=C(N2CCCC2)S/C1=C\c1cccc(Br)c1
  Cav3 T inh = 0.36

> CCCCCCSc1nnc(-c2cnn(-c3ccccc3)c2-n2cccc2)n1C
  Cav3 T inh = -8.9*

The list continues:
Molecule	Cav3 T inh
c1cnc(N2CCN(Cc3c[nH]c4ccccc34)CC2)nc1	0.23
CCN(CC)C(=O)c1sc(NC(=O)c2ccc(Br)o2)c(C(=O)OC)c1C	-0.073
COCC(C)NC(=O)c1ccc(N(C)C)cc1 (configuration not stated)	0.24
O=C(Nc1ccc(NC(=O)C2CC2)nc1)c1cccc(F)c1	0.45
CCOc1ccccc1C(=O)NCCC(=O)O	-0.53
CCCn1nc(C(=O)N2CCc3ccccc3C2)c2ccccc2c1=O	-1.7
O=C(COc1ccccc1)N1CCN(c2nnc(-c3ccccc3)c3ccccc23)CC1	-2.4
COc1cc2c(cc1OC)C(c1ccc(-c3cc(Cl)ccc3Cl)o1)=NCC2	-0.33
O=C(NC1CCCCC1)C(c1cccnc1)N(C(=O)c1csnn1)C1CCCC1 (configuration not stated)	1
CCN(CC)S(=O)(=O)c1cccc(C(=O)Nc2cccnc2)c1	0.23

The final 7 entries of the part before are carried over, then new ones follow.
Molecule	Cav3 T inh
O=C(Nc1ccc(NC(=O)C2CC2)nc1)c1cccc(F)c1	0.45
CCOc1ccccc1C(=O)NCCC(=O)O	-0.53
CCCn1nc(C(=O)N2CCc3ccccc3C2)c2ccccc2c1=O	-1.7
O=C(COc1ccccc1)N1CCN(c2nnc(-c3ccccc3)c3ccccc23)CC1	-2.4
COc1cc2c(cc1OC)C(c1ccc(-c3cc(Cl)ccc3Cl)o1)=NCC2	-0.33
O=C(NC1CCCCC1)C(c1cccnc1)N(C(=O)c1csnn1)C1CCCC1 (configuration not stated)	1
CCN(CC)S(=O)(=O)c1cccc(C(=O)Nc2cccnc2)c1	0.23
Cc1ccc(S(=O)(=O)CC(C)N2CCOCC2)c(S(=O)(=O)CC(C)N2CCOCC2)c1 (configuration not stated)	-0.11
COC(=O)[C@H](C)NC(=O)Nc1cccc(C(F)(F)F)c1	0.38
COc1ccc(Oc2nc(C(F)(F)F)nc3ccccc23)cc1	-1.6
COc1ccc(N2CC(C(=O)Nc3ccc(F)cc3F)CC2=O)cc1 (configuration not stated)	0.26
O=C(C1CC1)N1CCc2cc(S(=O)(=O)N(CCO)Cc3ccccc3)ccc21	0.91
Cc1csc(N2CCCC2c2nc3cc(C(F)(F)F)ccc3n2CCOCCO)n1 (configuration not stated)	0.43
CC(=O)n1cc(C2C(=O)CC(C)(C)CC2=O)c2ccccc21	0.43
CCOC(=O)c1sc2nc3n(c(=O)c2c1C)CCC(C)CC3 (configuration not stated)	0.057
COc1ccc(NCC(=O)Nc2ccc(C#N)cc2)cc1Cl	-0.29
CCOC(=O)C(NC(C)=O)(N1CCOCC1)C(F)(F)F (configuration not stated)	-2.3
N=c1sccn1CC(=O)Nc1ccc2c(c1)CCC2	-0.19
CCOC(=O)N1CCC(N2CC34C=CC(O3)C(C(=O)Nc3ccc(OCC)cc3)C4C2=O)CC1 (configuration not stated)	-0.38
CCNc1nc(NC(C)C)nc(N(C#N)CCOc2ccc(Cl)cc2Cl)n1	-9.4*
O=C(c1ccccc1)c1ccccc1N/C=C/c1nnnn1-c1ccccc1	-3.3
CC(=O)Nc1ccc(S(=O)(=O)NCC2CCC(C(=O)NCCC3=CCCCC3)CC2)cc1 (configuration not stated)	0.55
COc1cccc(-n2c(C)nnc2SCC#N)c1	0.9
CCCc1cc(C(=O)Cc2ccc(F)cc2)c(O)cc1O	-2.5
COCCCNC(=O)c1ccc2c(c1)CCN2S(C)(=O)=O	-0.54
